# HttQ103 aggreg – inhibitors of mutant huntingtin aggregate formation in PC12 cells; PC12 HttQ103-GFP aggregates, Acumen cytometry, 40 h; Potency, µM (highest dose often 46.1 µM), inactives show at the highest dose activity change, negative = inhibition, usual class: inhibitors; 1.1% of 220,000 active; also: % is scaled to controls: 0 for no effect and ±100 for the full control effect; nearly all actives have a fitted effect of over 60% in size
#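 Using laser scanning cytometry, GFP-positive aggregates were counted after lysis of PC12 cells induced with 100 nM tebufenozide to express HTT exon 1 Q103–GFP. Compounds were tested in titration.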
# ALDH1A1 block – inhibitors of human aldehyde dehydrogenase 1A1 | P00352 | 7.3% of 220,000 active | Potency, µM (titrated, usually from 75.3 µM), without a hit: at the highest dose activity, negative = inhibition, actives largely listed as inhibitors | Purified ALDH1A1, NADH fluorescence, propionaldehyde substrate; active = well fitted inhibition curve with a large enough effect, not every such curve was filed as active; inconclusive = small, poorly fitted or top-dose-only effect, or another doubt; inactive = no such curve, though single readings can be large or run the other way;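 also: plate controls were no enzyme wells and a reference inhibitor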
# Target sequence (P00352 whole entry, looked up): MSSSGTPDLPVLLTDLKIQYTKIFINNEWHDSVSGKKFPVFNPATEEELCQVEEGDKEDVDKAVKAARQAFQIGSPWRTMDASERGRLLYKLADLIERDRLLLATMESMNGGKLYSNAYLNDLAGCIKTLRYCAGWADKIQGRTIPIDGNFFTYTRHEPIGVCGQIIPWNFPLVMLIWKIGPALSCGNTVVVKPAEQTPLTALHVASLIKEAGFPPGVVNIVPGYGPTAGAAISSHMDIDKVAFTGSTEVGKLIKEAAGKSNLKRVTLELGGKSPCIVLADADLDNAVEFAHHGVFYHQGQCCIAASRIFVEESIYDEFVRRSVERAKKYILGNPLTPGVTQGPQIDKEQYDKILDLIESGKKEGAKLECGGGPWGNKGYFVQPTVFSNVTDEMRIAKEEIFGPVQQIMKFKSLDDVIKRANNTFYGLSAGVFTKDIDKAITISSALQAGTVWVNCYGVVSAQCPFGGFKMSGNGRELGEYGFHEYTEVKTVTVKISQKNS
# HTT cytoprotect – cytoprotection in Huntington HTT-Q103 PC12 cell model. AID 1471. 0.14% of 230,000 active. PC12 HTT-Q103 induced, cytoprotection, ATP luminescence, 40 h. Potency, µM (titrated, usually from 56.4 µM), without a hit: cytoprotection (ATP increase), usual class: activators;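 also: % of control where 0% means no effect; nearly all actives have a fitted effect of over 45% in size; toxic huntingtin expression switched on by the ecdysone agonist tebufenozide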
#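 ATP quantification (ATPlite) reports survival of PC12 cells in which tebufenozide, 100 nM final, switches on Htt exon 1 with 103 glutamines linked to GFP; compounds are titrated.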
# Tau fibril FP – blocks human tau fibril formation measured by polarization | P10636 | K18 P301L tau heparin fibrillization, Alexa594 FP, 6 h | Potency, µM (doses to about 57.7 µM), for the others: top-dose activity, negative = inhibition, actives largely listed as inhibitors | 0.39% of 280,000 active | AID 1468; also: % is scaled to controls: 0 for no effect and ±100 for the full control effect; nearly all actives have a fitted effect of over 55% in size
# Target sequence (P10636 561-689 P618L limits assumed): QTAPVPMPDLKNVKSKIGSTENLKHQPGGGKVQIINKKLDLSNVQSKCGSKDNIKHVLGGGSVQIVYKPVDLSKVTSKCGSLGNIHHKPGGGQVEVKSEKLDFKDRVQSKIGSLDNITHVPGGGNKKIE
#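 Recombinant K18 P301L […], labeled with Alexa 594 at 0.24 uM over 15 uM unlabeled; heparin inducer 20 uM final; 37 C, 6 hr; FP endpoint.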
# Tau fibril ThT – blocks human tau fibril formation measured by thioflavin T; Potency, µM (titrated, usually from 57.4 µM), for the others: top-dose activity, negative = inhibition, usual class: inhibitors; 2.1% of 270,000 active; recombinant tau K18 P301L, heparin-induced fibrillization, ThT fluorescence; also: % is scaled to controls: 0 for no effect and ±100 for the full control effect; nearly all actives have a fitted effect of over 55% in size
#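 In this qHTS, human K18 P301L tau is incubated with compound and heparin for 6 hr at 37 C, and Thioflavin T fluorescence then reports fibril load.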
# SMN2 splice up – enhancers of SMN2 splice variant expression; HEK293 SMN2-luciferase splicing reporter, luminescence, 30-36 h; Potency, µM (top dose mostly 46.1 µM), inactives show top-dose activity change, positive = activation, hits mostly activators; 2.8% of 210,000 active; AID 1458; also: % of control where 0% means no effect; nearly all actives have a fitted effect of over 55% in size
#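 HEK293 cells carry an SMN2 minigene-luciferase reporter in which exon 7 inclusion puts luciferase in frame. Cells were seeded at 2000 cells/well, attached for 10-12 hours, then exposed to compounds for 30-36 hours at 37C before ONE-Glo luminescence.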
# JMJD2E inh – blocks human JMJD2E demethylase activity; JMJD2E catalytic domain, FDH-coupled NADH fluorescence (FDH is formaldehyde dehydrogenase); Potency, µM (top dose mostly 57.1 µM), for the others: at the highest dose activity change, negative = inhibition, hits mostly inhibitors; AID 2147; 1.6% of 230,000 active; active = well fitted inhibition curve with a large enough effect, not every such curve was filed as active; inconclusive = small, poorly fitted or top-dose-only effect, or another doubt; inactive = no such curve, though single readings can be large or run the other way;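 also: 0% = wells with enzyme and -100% = buffer wells without enzyme; nearly all actives have a fitted effect of over 50% in size; many of its hits are not listed in these tables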
# Target sequence (B2RXH2 1-337 limits assumed): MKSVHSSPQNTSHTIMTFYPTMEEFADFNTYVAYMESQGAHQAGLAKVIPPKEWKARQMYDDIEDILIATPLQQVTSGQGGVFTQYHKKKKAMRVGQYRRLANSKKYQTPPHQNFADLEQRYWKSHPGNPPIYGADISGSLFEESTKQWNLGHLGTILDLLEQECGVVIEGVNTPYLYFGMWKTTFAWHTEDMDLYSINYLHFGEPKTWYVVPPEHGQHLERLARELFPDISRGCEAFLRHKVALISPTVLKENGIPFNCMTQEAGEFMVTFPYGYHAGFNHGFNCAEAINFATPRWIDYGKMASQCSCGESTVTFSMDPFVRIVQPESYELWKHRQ
# Tau fluor counter – counter-screen for tau fibril formation inhibitors. tau K18 P301L (four-repeat tau fragment) Alexa594 fluorescence, heparin fibrillization. Potency, µM (titrated, usually from 57.7 µM), inactives show top-dose activity change, negative = decrease. 0.93% of 280,000 active; also: % is scaled to controls: 0 for no effect and ±100 for the full control effect; nearly all actives have a fitted effect of over 55% in size
#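 Human K18 P301L tau (15 uM unlabeled plus 0.24 uM Alexa 594-labeled, final) in 100 mM sodium acetate pH 7 was mixed with compound and 20 uM heparin and incubated 6 hr at 37 C.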
# Active calls of the source: *; u = inconclusive; x = not tested or not shown; [ ] = dose if it differs, or a comment. Unless noted, calls follow the shape of the dose curve; as a rule, active = well fitted curve in the direction sought with a large enough effect; inconclusive = small, poorly fitted or top-dose-only effect, or another doubt; inactive = no such curve, though single readings can be large; an effect the other way counts as inactive or inconclusive. Potency is read from the fitted curve at half-maximal effect. Only part of the results is shown; count on the stated rates, not on these rows.
SMILES,HttQ103 aggreg,ALDH1A1 block,HTT cytoprotect,Tau fibril FP,Tau fibril ThT,SMN2 splice up,JMJD2E inh,Tau fluor counter
CC1=NN(C(C#N)c2ccccc2)C(c2ccccc2)C1 (stereo unspecified),2%[9.22 µM],x,-12%[10 µM],4%,-13%,x,u,-15%
Nc1c(C(=O)NCCN2CCOCC2)c2nc3ccccc3nc2n1-c1ccc2c(c1)OCO2,-32%,u,-19%[10 µM],1%,u,23%,u,-17%
CCC(C)(C)n1nnnc1C(c1ccc2ncccc2c1)N1CCN(c2nc3ccccc3s2)CC1 (stereo unspecified),18%,1%,3%[10 µM],-4%,-26%,-34%[inhibitor],-15%,-29%
CC(C)C(c1nnnn1Cc1ccccc1)N1CCN(Cc2ccco2)CC1 (stereo unspecified),7%,u,-14%,3%,3%,-8%,-5%,8%
Cc1ccc(/C=N/n2c(-c3ccncc3)n[nH]c2=S)s1,-29%[9.22 µM],x,-22%[10 µM],2%,3%,x,-17%,3%
COc1ccc(C(=O)n2nc(-c3ccc(Cl)cc3)nc2N)cc1OC,-14%,-8%,-53%[inhibitor],-2%,-9%,25µM*,-8%,-11%
COc1ccc(/C=C(\NC(=O)c2cccs2)C(=O)N2CCOCC2)cc1OC,9%,u,x,-6%,-6%,-24%,-4%,-19%
CC1=C(C(=O)Nc2ccccc2)C(c2ccccn2)n2ncnc2N1 (stereo unspecified),2%,9%,7%,-9%,1%,-5%,6%,3%
O=c1[nH]cnc2scc(-c3cccs3)c12,-21%,-10%,-17%[0.074 µM],-11%,-8%,-6%,-14%,-12%
CN(C)c1cccc(C(=O)OCC(=O)Nc2ccccc2Cl)c1,3%,-2%,-15%,9%,u,5%,u,-16%
CCOC(=O)C(C)Sc1nc(-c2cccs2)ccc1C#N (stereo unspecified),8%,u,8%,-9%,u,52%,u,-30%
O=[N+]([O-])c1ccccc1S(=O)(=O)Oc1ccc(C(=S)N2CCOCC2)cc1,15%,u,7%[10 µM],-2%,-6%,-31%[inhibitor],-10%,-15%
COCCCNC(=O)CSC1=Nc2ccccc2C2=NC(c3ccccc3)C(=O)N12 (stereo unspecified),-4%,u,-14%,-8%,0%,-28%,u,-5%
CCOC(=O)NCCc1ccc(OC)cc1,0%,11%,9%,6%,5%,31%,-3%,8%
CCN1CCN(C(=O)c2ccccc2N(Cc2ccccc2)S(=O)(=O)c2ccc(C)cc2)CC1,-1%[9.22 µM],2%,-2%,1%,-10%,-9%,0%,-3%
Cc1cc(C)c2nc(NC3=NCN(CCN4CCOCC4)CN3)nc(C)c2c1,0%,-6%,0%,-5%,0%,-25%,-2%,1%
CCC(C(=O)N1CCN(c2cccc(Cl)c2)CC1)c1ccccc1 (stereo unspecified),-32%,-6%,-2%[10 µM],2%,-8%,-23%,2%,-12%
O=C(COc1ccccc1C(=O)Nc1ccccc1)c1ccc(F)cc1,6%,5%,x,-25%,-13%,-9%,-2%,-24%
COC(=O)c1cc(OC)c(OC)cc1NC(=O)CSc1nnc(-c2cccnc2)n1C,-5%,10%,19%[10 µM],u,-8%,-15%,-3%,-6%
Nc1ncnc2oc(-c3ccco3)c(-c3ccco3)c12,10%,u,-4%[1.9 µM],u,20µM*,-67%[inhibitor],u,u
O=C(CN1N=C(c2ccccc2)CCC1=O)NCCN1CCc2ccccc2C1,u,-1%,12%[10 µM],-2%,2%,-12%,4%,2%
Cc1ccc(S(=O)(=O)c2nnn3c2nc(Nc2cccc(C)c2)c2ccccc23)cc1,-5%,u,-9%[10 µM],-7%,-3%,-7%,7%,-24%
CCc1cc2c(cc3c(=O)n(CC(=O)NCCOC)nc(CC)n32)s1,x,x,x,-1%,0%,7%,x,-5%
O=C(O)CSc1nnc(C2CC2)n1-c1ccccc1,u,u,-5%[0.074 µM],-3%,-1%,16%,2%,-1%
CC(C)(C)SCCNC(=O)COc1ccccc1,0%,3%,7%[10 µM],-3%,6%,7%,4%,8%
COc1ccc(OC)c(C(C)NC(=O)c2ccc(Br)cc2)c1 (stereo unspecified),5%,1%,11%[0.074 µM],0%,1%,18%,4%,4%
O=c1c2ccccc2[nH]c2ccccc12,u,u,x,4%,-13%,-62%[inhibitor],u,-15%
O=C1C(c2ccc(F)cc2)N(Cc2ccc3c(c2)OCO3)C(=O)CN1C1CCCCC1 (stereo unspecified),15%,-16%,-24%,-6%,-15%,-11%,1%,-15%
Cc1ccccc1-c1nc(CSc2nc3c(c(=O)[nH]2)CCC3)c(C)o1,-2%,9%,x,6%,-11%,10%,11%,-6%
Cc1cccc(NC(=S)N/N=C/C(C)c2ccccc2)c1C (stereo unspecified),1%,u,-5%,-2%,u,2%,-9%,-12%
COc1ccc(/C=N/NC(=O)CCc2ccccc2)cc1O,5%,-2%,-10%,-2%,u,-6%,0%,-13%
CS(=O)(=O)N1CCc2cc(C(=O)NCc3ccccc3)ccc21,x,x,x,2%,5%,1%,x,1%
Cc1ccc(C)c(N2N=C(C(=O)Nc3ccc(S(=O)(=O)N4CCCC4)cc3)CCC2=O)c1,6%[9.22 µM],x,9%[10 µM],4%,0%,x,8%,-2%
C=CCNC(=O)C1CCN(S(C)(=O)=O)CC1,-14%,4%,-1%,-3%,2%,0%,-8%,6%
O=C(Nc1ccc(Cl)cc1)OCc1cc(-c2ccccc2Cl)on1,-2%,4µM*,-13%,-5%,-6%,0%,1%,-1%
CC1CCCCN1C(=O)COc1ccccc1F (stereo unspecified),5%[9.22 µM],1%,3%[10 µM],6%,-3%,x,-1%,0%
NC(=O)C1CCN(CC(=O)N2N=CCC2c2ccccc2)CC1 (stereo unspecified),-2%[9.22 µM],-1%,-9%[10 µM],1%,3%,x,-2%,2%
Cc1c(CC(=O)N2CCCCC2)c(=O)oc2cc3occ(C(C)(C)C)c3cc12,x,x,x,-4%,-3%,-1%,x,0%
COc1cc(CNC2CCCC2)cc(Cl)c1OCc1ccc(F)cc1,u,17%,-2%[10 µM],3%,-21%,18%,0%,-19%
Cc1ccc(C2CC(C(F)(F)F)n3nc(C(=O)Nc4c(C)n(C)n(-c5ccccc5)c4=O)cc3N2)cc1 (stereo unspecified),1%,4%,-52%[inhibitor],-1%,-1%,-5%,-11%,-1%
COc1ccc(NC(=S)NNC(=O)CCn2cc([N+](=O)[O-])cn2)cc1,-8%[9.22 µM],-15%,-10%,-1%,-5%,9%,3%,1%
CN(c1ccccc1C(=O)O)S(C)(=O)=O,-10%,4%,-19%[10 µM],-1%,-2%,7%,0%,8%
COc1ccc(-c2nc3c(c(=O)[nH]c(=O)n3Cc3ccccc3)n2C)cc1,27%,u,-2%,-2%,11%,15%,u,1%
CNS(=O)(=O)c1ccc(NC(=O)C(CCSC)NC(N)=O)cc1 (stereo unspecified),-2%,14%,-8%,-3%,-8%,27%,-4%,-8%
COCCSc1nnc(NC(=O)C2CC(=O)N(c3ccc(Cl)cc3)C2)s1 (stereo unspecified),-4%,-3%,-11%,6%,-20%,-12%,9%,-17%
O=C(Cc1ccsc1-c1ccccc1)NO,-9%,-5%,8%,11%,2%,-8%,-13%,9%
O=C(c1cc2cc(Br)ccc2o1)N1CCOCC1,3%,1%,-47%[inhibitor],-3%,-1%,x,6%,-5%
O=C(O)CC1(Cc2nc(-c3cccs3)no2)CCCC1,5%,5%,-4%,u,-14%,-5%,-2%,-18%
CCn1c(CCNC(=O)c2ccc(OC)cc2)nnc1SCC(=O)Nc1ccccc1F,18%,-13%,-42%[inhibitor],5%,-2%,-4%,-8%,-1%
COc1ccc(-n2c3nc4ccccc4nc3c3c(=N)oc(C)nc32)cc1,8%,u,x,-5%,u,14%,u,-6%
CC1CCCN(C2=NC(=O)/C(=C/c3cn(-c4ccccc4)nc3-c3cccc(S(=O)(=O)N(C)C)c3)S2)C1 (stereo unspecified),4%,-11%,-38%,-4%,-6%,0%,u,-6%
Cc1cccc(C)c1OCC(=O)N/N=C/c1cc2c(cc1[N+](=O)[O-])OCO2,10%,-4%,11%[10 µM],-2%,u,-3%,4%,u
CC(Oc1cc(C(F)(F)F)cc(C(F)(F)F)c1)C(=O)NC(N)=O (stereo unspecified),-13%,-8%,-1%,-7%,-5%,-16%,4%,-8%
CCCC(CCC)C(=O)Oc1cc(C)[nH]c(=O)c1[N+](=O)[O-],-5%,-13%,-21%,-8%,-4%,-16%,6%,-5%
C/C(CC1(O)C(=O)N(Cc2ccccc2)c2ccccc21)=N\O (stereo unspecified),22%,1.6µM*,-10%,4%,11%,-10%,2%,5%
CN1CCN(C2=C(Cl)C(=O)N(C3CCCCC3)C2=O)CC1,14%[9.22 µM],u,-62%[inhibitor][10 µM],5%,u,-21%,1%,-2%
O=C(C(=O)N1CCN(c2ccc(F)cc2)CC1)N1CCCCC1,-4%[9.22 µM],-5%,-38%[inhibitor],2%,13%,-14%,0%,3%
Cc1cc(C)c2c(c1)C1C=CCC1C(c1ccc(S(=O)(=O)N3CCOCC3)cc1)N2 (stereo unspecified),u,u,-40%[inhibitor],5%,-1%,u,4%,-3%
CCCS(=O)(=O)C(=C1Nc2ccccc2N1)S(=O)(=O)CCC,-3%,1%,21%[10 µM],4%,2%,3%,1%,8%

# One compound at a time, as listed above:
# Listed for O=C(O)CC1(Cc2nc(-c3cccs3)no2)CCCC1 : HttQ103 aggreg = 5%; ALDH1A1 block = 5%; HTT cytoprotect = -4%; Tau fibril FP = u; Tau fibril ThT = -14%; SMN2 splice up = -5%; JMJD2E inh = -2%; Tau fluor counter = -18%
# Listed for COc1ccc(-n2c3nc4ccccc4nc3c3c(=N)oc(C)nc32)cc1 : HttQ103 aggreg = 8%; ALDH1A1 block = u; HTT cytoprotect = x; Tau fibril FP = -5%; Tau fibril ThT = u; SMN2 splice up = 14%; JMJD2E inh = u; Tau fluor counter = -6%

# Bioassay records as filed in PubChem BioAssay.
